From PubChem
DENV2 CPE rescue: inhibitors of DENV2 cytopathic effect, primary screen, cell-based, plate reader, single concentration. AID 651640, 2012. DENV2-infected cells, cytopathic effect rescue. CPE inhibition, % at 9.99 µM. hit rate 1.7% among 350,000; in the data active means CPE inhibition above about 20%, passing the limit was not always enough; inconclusive means no clear call, values can overlap the other calls; tested in BHK-21 cells;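 further: 0% = median of neutral control wells and 100% = median of positive control wells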
PAX8 inh HTS: inhibitors of PAX8-driven TPO luciferase reporter, primary screen, RMG-I cells, single concentration; inhibition, % at 12.6 µM; SteadyGlo, 24 h; hit rate 1.2% among 360,000;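 active means mean replicate inhibition at least 60% with every replicate also reaching 60%; inconclusive means only one of the two criteria is met; inactive means mean below 60% and not all replicates reaching 60%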;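 further: luciferase light reporting Pax8 driven TPO promoter activity; plate controls were median of neutral control wells for no effect and mitoxantrone controls for full effect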
EWS-Fli inh: EWS/Fli-driven NR0B1 reporter inhibitors, primary screen, A673 cells, NR0B1 luciferase, luminescence, MLPCN library; viability-normalised; inhibition, % at 12.6 µM; hit rate 0.67% among 350,000;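 active means mean inhibition of at least 50% after viability correction, with every replicate also passing that limit; inconclusive means mean reaches 50% but only one of two replicates passes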;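 further: firefly luciferase signal divided by Alamar Blue viability fluorescence both relative to DMSO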
CFTR F508del cor: F508del CFTR correction, initial screen, CFBE line, single point; hit rate 0.36% among 350,000; AID 720511, 2013; CFBE cells, YFP halide quenching; stimulated with forskolin plus potentiator P3; % fluorescence drop versus neutral controls; activity (quench increase), % at 7.58 µM;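 active means mean added fluorescence quench of at least 8% versus neutral control, with both replicates also reaching 8%; inconclusive means only one of the mean or replicate conditions met; inactive means mean below 8% and not both replicates reaching 8%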;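 further: cells transiently co-express mutant CFTR-F508del with the halide-sensitive YFP; corrector assay measuring rescue of mutant channel to the surface after 24 h compound exposure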
miR-122 sensor: miR-122 Renilla sensor signal increase in Huh7, primary screen, miR-122 inhibitor project, cell-based, single point, plate reader. Huh7 miR-122 Renilla luciferase sensor, 48 h; neutral wells = 0, positive control = 100. AID 602342, 2012. activation (reporter increase), % at 12.5 µM. hit rate 0.3% among 340,000;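 active means mean replicate activation score at least 90 and every replicate individually at or above 90; inconclusive means only one of the two criteria met; inactive means neither criterion met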;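 further: higher luciferase means less miR-122 activity so hits act as miR-122 inhibitors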
FN deposit inh: inhibitors of fibronectin matrix deposition, primary screen, AH1F cells, Alexa488-fibronectin fluorescence, plate reader. AH1F fibroblasts, overnight. inhibition, % at 12.6 µM. hit rate 0.086% among 350,000;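 active means mean inhibition across replicates of 30% or more, regardless of how many single replicates reach that level; inconclusive means mean under 30% yet at least half of replicates reach 30%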;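 further: positive control wells lacked labelled fibronectin entirely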
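material = AH1F fibroblast monolayer depositing Alexa488-labelled fibronectin into matrix | amount = 10000 AH1F cells/well | buffer or medium = DMEM plus 2% serum, read in PBS | incubation = 1 h cell adhesion before compound, then overnight fibronectin incubation | detection = fluorescence at 485 nm excitation, 525 nm emission | evaluation = percent inhibition as loss of matrix-bound fibronectin fluorescence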
INS-1E GSIS act: GLuc luminescence reporter in INS-1E cells, primary screen for activators of glucose-dependent secretion of insulin; INS-1E GLuc reporter insulin secretion, 2-3 h; hit rate 0.61% among 370,000; AID 743287, 2014; activation, % at 16.6 µM;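 active means lowest replicate activation of at least 40%, so every replicate reaches that level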;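 further: 0% = median of neutral control wells and 100% = median of IBMX positive control wells; some compounds called inactive have numbers as strong as hits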
The depositor's hits bear a star; ? = inconclusive; . = no result given; & = joins results of further samples.

SMILES	DENV2 CPE rescue	PAX8 inh HTS	EWS-Fli inh	CFTR F508del cor	miR-122 sensor	FN deposit inh	INS-1E GSIS act
OCC(O)CN1CCN(c2ccccc2)CC1 (centres undefined)	12	-10	5	-2.8	1	-3	.
CN1CCC(=C2c3ccccc3CC(=O)c3sccc32)CC1	?	25&6&0	0&-8&-5	-0.6&1.2&-4.3	-6&-2&-4	4&1&-11&2	-6&-13
C/C=C(/C)C(=O)O[C@@H]1c2cc3c(c4c2[C@@]2(CO4)C(=O)C(OC)=C(OC)C=C2C[C@@H](C)[C@H]1C)OCO3	-3	5	-15	2.2	-2	-15	-41
CC1(C)Oc2ccc(C#N)cc2[C@@H](N2CCCC2=O)[C@@H]1O	-8	-11	-15	7.2	0	3	.
O=C1CCc2cc(OCCCCc3nnnn3C3CCCCC3)ccc2N1	8	15	17	0.4	9	-3	.
CC(C)(C(=O)c1cccnc1)c1cccnc1	8	-20	-2	1.8	-1	-5	.
C[C@H]1c2cccc(O)c2C(O)=C2C(=O)C3(O)C(O)=C(C(N)=O)C(=O)[C@@H](N(C)C)[C@@H]3[C@@H](O)[C@@H]21 (some centres undefined)	0	20	-21	2.2	-3	7	.
CC1CCc2c(N3CCC(O)CC3)c(F)cc3c(=O)c(C(=O)O)cn1c23 (centres undefined)	-4	-13	-7	-1.0	-15	-3	.
CC(=O)N(CC(O)CO)c1c(I)c(C(=O)NCC(O)CO)c(I)c(C(=O)NCC(O)CO)c1I (centres undefined)	-3	8	9	-4.2	-1	3	.
CCC(Cc1c(I)cc(I)c(N)c1I)C(=O)O (centres undefined)	-5	-13	15	-2.9	2	-3	.
Cc1oncc1C(=O)Nc1ccc(C(F)(F)F)cc1	-9	-101	-33	-4.8	0	1	.
COc1cc(C)nc(-n2nc(C)cc2OC)n1	5	-10	-2	-1.4	4	-4&1	.
CN1CCN(CCCN2c3ccccc3Sc3ccc(S(=O)(=O)N(C)C)cc32)CC1	12	-14	25	-1.5	1	-1	20
Cc1cc(O)c2c(c1)C(=O)c1cccc(O)c1C2=O	-1	-12	-6	0.6	.	-6	.
O=C(NCCN1CCOCC1)c1ccc(Cl)cc1	-5	2	-4	1.7	-4	-6	-3
CCCCOC(=O)c1ccc(N)cc1	-4	-78	-5	3.1	-16	0	8
CCN(CC)S(=O)(=O)c1ccc(C(=O)O)cc1	14	8	2	-2.9	.	-5	14
COc1ccc(S(=O)(=O)Nc2nnc(CC(C)C)s2)cc1	.	.	.	.	2	-10	20
CCN(CC)CCOC(=O)C(c1ccccc1)c1ccccc1	-6	8	-11	-2.4	2	-1	0
C[C@]12CC[C@H]3C(=CCc4cc(O)ccc43)[C@@H]1CCC2=O	3	-70	-30	-3.6	2	3	-15
Nc1cc(=O)[nH]c(N)n1	-1	-12	-1	-1.0	-2	7	3
CN=C(N)NC(=O)Nc1c(C)cccc1C	4	-9	15	0.3	4	-5	-13
C#C[C@]1(O)CC[C@H]2[C@@H]3CCC4=CC(=O)CC[C@@H]4[C@H]3CC[C@@]21CC	-5&-12	6&-13	-7&0	3.4&7.7	1&15	0&-6	-3
CC[C@]12CCCN3CCc4c(n(c5ccccc45)[C@@](O)(C(=O)OC)C1)[C@@H]32	-19	.	1	-2.6	-8	.	2
CCOC(=O)Nc1ccc(NCc2ccc(F)cc2)nc1N	-4	11	8	-2.3	-6	-14	.

Looked up one by one from the entries so far:
SMILES	DENV2 CPE rescue	PAX8 inh HTS	EWS-Fli inh	CFTR F508del cor	miR-122 sensor	FN deposit inh	INS-1E GSIS act
CC[C@]12CCCN3CCc4c(n(c5ccccc45)[C@@](O)(C(=O)OC)C1)[C@@H]32	-19	.	1	-2.6	-8	.	2
CN1CCN(CCCN2c3ccccc3Sc3ccc(S(=O)(=O)N(C)C)cc32)CC1	12	-14	25	-1.5	1	-1	20
C/C=C(/C)C(=O)O[C@@H]1c2cc3c(c4c2[C@@]2(CO4)C(=O)C(OC)=C(OC)C=C2C[C@@H](C)[C@H]1C)OCO3	-3	5	-15	2.2	-2	-15	-41

Some of the entries so far, as labelled records.
CCN(CC)S(=O)(=O)c1ccc(C(=O)O)cc1
  DENV2 CPE rescue: 14 | PAX8 inh HTS: 8 | EWS-Fli inh: 2 | CFTR F508del cor: -2.9 | miR-122 sensor: . | FN deposit inh: -5 | INS-1E GSIS act: 14

COc1ccc(S(=O)(=O)Nc2nnc(CC(C)C)s2)cc1
  DENV2 CPE rescue: . | PAX8 inh HTS: . | EWS-Fli inh: . | CFTR F508del cor: . | miR-122 sensor: 2 | FN deposit inh: -10 | INS-1E GSIS act: 20

CCN(CC)CCOC(=O)C(c1ccccc1)c1ccccc1
  DENV2 CPE rescue: -6 | PAX8 inh HTS: 8 | EWS-Fli inh: -11 | CFTR F508del cor: -2.4 | miR-122 sensor: 2 | FN deposit inh: -1 | INS-1E GSIS act: 0

C[C@]12CC[C@H]3C(=CCc4cc(O)ccc43)[C@@H]1CCC2=O
  DENV2 CPE rescue: 3 | PAX8 inh HTS: -70 | EWS-Fli inh: -30 | CFTR F508del cor: -3.6 | miR-122 sensor: 2 | FN deposit inh: 3 | INS-1E GSIS act: -15

Continued:
SMILES	DENV2 CPE rescue	PAX8 inh HTS	EWS-Fli inh	CFTR F508del cor	miR-122 sensor	FN deposit inh	INS-1E GSIS act
CCCc1cc(C(N)=S)ccn1	-6	-7	-10	-3.5	0	-2	.
COc1ccccc1OC(=O)Oc1ccccc1OC	-5	12	5	0.6	-3	0	-20
CC(=O)OCC(=O)C1(O)CCC2C3CCC4=CC(=O)C=CC4(C)C3(F)C(O)CC21C (centres undefined)	-18	12	-4	5.6	2	-9	.
COc1cc(NC(=O)c2cc(C3CC3)on2)c(OC)cc1Cl	-4	10	13	4.4	8	9	23
COc1cc2c(c(OC)c1OC)-c1c(cc(OC)c(OC)c1OC)C[C@H](C)[C@H](C)C2	.	-11	-5	-1.2	-14	-2	-10
O=C1c2c(O)cccc2C(C2OC(CO)[C@@H](O)[C@H](O)[C@H]2O)c2cc(CO)cc(O)c21 (some centres undefined)	.	-2	-7	-0.8	-5	7	-5
O=C1c2ccccc2C(=O)c2c(O)c(O)cc(O)c21	-3	20	-16	0.6	-10	3	.
COc1cc(C(=O)NCCCCCC(=O)O)cc(OC)c1OC	8	9	-4	0.4	-2	-10	7
Oc1cc2c(cc1O)C1c3ccc(O)c(O)c3OCC1(O)C2 (centres undefined)	11	.	2	-3.7	-7	.	-14
CCOc1ccc(NC(=S)N2CCC(C(O)(c3ccccc3)c3ccccc3)CC2)cc1	-3	-3	6	-1.3	.	-2	-24
Cc1ccsc1/C=C/C1=NCCCN1C	4&-12&4	-16&12&-2	1&-2&-1	-18&-0.6&-3.6	-4&1&-2	6&-10&-7	11&19
COC(=O)Nc1nc2ccc(C(=O)C3CC3)cc2[nH]1	7	22	49	-0.3	.	8	10
CN(C)CCOC(=O)C(c1ccccc1)C1(O)CCCC1 (centres undefined)	-6	-12	-3	-1.3	1	0	.
CCCN(CCC)C(=O)C(CCC(=O)O)NC(=O)c1ccccc1 (centres undefined)	-4	18	3	4.1	1	3	.
O=C(O)CCCCCCCC(=O)O	-10	-8	-2	.	-6	0	.
CN(C)CCC[C@@]1(c2ccc(F)cc2)OCc2cc(C#N)ccc21	-5	19	6	-4.5	-3	0	-3
CCC12CCCN3CCc4c(n(c5ccccc45)C(O)(C(=O)OC)C1)C32 (centres undefined)	-8	.	0	2.0	-3	.	5
CCOC(=O)Nc1ccc2c(c1)N(C(=O)CCN1CCOCC1)c1ccccc1S2	1&-1	-7&7	-1&-3	6.0&2.4	10&9	4&-10	28
Nc1ncnc(Nc2ccccc2)n1	-3	-42	-4	1.7	1	-4	8
COc1c(O)cc2c(c1O)[C@@H]1O[C@H](CO)[C@@H](O)[C@H](O)[C@H]1OC2=O	5	-15	-7	-3.0	3	-1	19
O=C(c1ccccc1)c1ccc2n1CCC2C(=O)O (centres undefined)	-3	-35	-13	-4.3	0	-1	12

Whole records from above. Order of values: DENV2 CPE rescue	PAX8 inh HTS	EWS-Fli inh	CFTR F508del cor	miR-122 sensor	FN deposit inh	INS-1E GSIS act
Shown for `CCOC(=O)Nc1ccc2c(c1)N(C(=O)CCN1CCOCC1)c1ccccc1S2` → 1&-1	-7&7	-1&-3	6.0&2.4	10&9	4&-10	28
Shown for `CCCN(CCC)C(=O)C(CCC(=O)O)NC(=O)c1ccccc1` (centres undefined) → -4	18	3	4.1	1	3	.
Shown for `Nc1ncnc(Nc2ccccc2)n1` → -3	-42	-4	1.7	1	-4	8
Shown for `COc1cc2c(c(OC)c1OC)-c1c(cc(OC)c(OC)c1OC)C[C@H](C)[C@H](C)C2` → .	-11	-5	-1.2	-14	-2	-10
Shown for `COc1cc(C(=O)NCCCCCC(=O)O)cc(OC)c1OC` → 8	9	-4	0.4	-2	-10	7

Some of the compounds tested; rates above refer to the full screens.
